Screens as filed in PubChem.
Wnt act – activators of Wnt/beta-catenin signaling | activation, % at 9.35 µM | hit rate 1.2% among 300,000 | Wnt/beta-catenin reporter cell assay, activator, plate reader | AID 743398; in the data active = activation above about 30%, passing the limit was not always enough;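 note: 0% = neutral control wells and 100% = positive control wells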
phage Ecoli inh – E. coli growth loss with phage present; growth absorbance; inhibition, % at 11.9 µM; hit rate 0.26% among 360,000; in the data active = inhibition above about 11%
Starred values were filed as active, the others as inactive.

entry | molecule | Wnt act | phage Ecoli inh
1 | CC(=O)NCc1ccc(OCCCN2CCC(C(O)(c3ccccc3)c3ccccc3)CC2)cc1 | -3.9 | -2.9
2 | N#C/C(=C\c1cccn1S(=O)(=O)c1cccc(C#N)c1)S(=O)(=O)c1ccc(F)cc1 | -1.7 | 0.0
3 | CCCCNC(=O)c1nc(-c2ccncc2)oc1-c1ccc(OC(F)(F)F)cc1 | -2.2 | 2.6
4 | O=C(Nc1ccc(N2CCOCC2)cc1)c1csc(COCCO)n1 | 13.7 | -0.9
5 | Brc1ccc(CN2CCCc3nc(-c4ccccc4)ccc32)cc1 | 6.4 | 2.2
6 | CCCNC(=O)C1(C)CCCN(C/C=C/c2ccccc2)C1 (stereo unspecified) | -7.0 | 2.9
7 | COc1ccc(C(O)c2ncc(-c3cccc(C(F)(F)F)c3)[nH]2)cc1F (stereo unspecified) | -2.8 | 3.0
8 | Cc1ccc2nc(CN(C)C(=O)[C@H]3O[C@@H](n4ccc(=O)[nH]c4=O)[C@H](O)[C@@H]3O)[nH]c2c1 | 0.9 | -0.2
9 | CC(C)CNC(=O)C1(C)CCCN1C(=O)c1csnn1 (stereo unspecified) | 4.4 | 1.3
10 | COc1ccc(NC(=O)C2c3ccccc3OCC(=O)N2Cc2ccco2)cc1 (stereo unspecified) | 2.0 | 1.0
11 | NC(c1csc(Nc2cc(Oc3ccccc3)ncn2)n1)C1CCCCC1 (stereo unspecified) | -6.2 | 1.6
12 | COC(=O)[C@@]1(Cc2ccc(F)cc2)[C@H]2c3cc(C(=O)N(C)C)n(Cc4ccsc4Br)c3C[C@H]2CN1C(=O)c1ccccc1 | -2.8 | 2.3
13 | Cc1cccc(C)c1NC(=O)CN1CCN(c2ccc(F)cc2)CC1 | -3.1 | 2.5
14 | O=C(NCc1ccncc1)[C@@H]1CCCN1C(=O)[C@H]1CCCN1C(=O)c1ccccc1 | -1.9 | 1.8
15 | O=C1c2c(-c3ccc(Br)cc3)noc2CCN1Cc1cn(-c2ccc(Cl)cc2)nn1 | -4.0 | -1.0
16 | CCCc1nc2c3ccccc3ccn2c1Cc1ccccc1 | 33.5* | 2.0
17 | CCCNC(=O)c1cc(C2CCCN(S(=O)(=O)c3cccs3)C2)on1 (stereo unspecified) | -1.9 | 1.4
18 | CCOC(=O)[C@]12CCCC=C1N(Cc1ccccc1)C(=O)[C@H](CC(=O)NCc1ccc(OC)c(OC)c1)C2 | -3.0 | 0.9
19 | CC(=O)Nc1cc(-c2ccccc2N(C)C)cn2c(-c3ccccc3)cnc12 | -1.4 | 3.9
20 | CC(C)CCCCCCCCc1cccc(O)c1C(=O)O | -1.4 | 2.5
21 | OC[C@@H]1CN(Cc2ccc(F)cc2)C[C@H](n2cnc3c(N4CCCC4)ncnc32)O1 | -1.1 | 1.0
22 | CCNC(=O)C1(C)CCCN(C(=O)c2csc3ccccc23)C1 (stereo unspecified) | 1.5 | 2.8
23 | CC1(C(=O)NS(=O)(=O)c2cccc(C#N)c2)CCN1C(=O)CCc1ccccc1 (stereo unspecified) | -2.3 | 0.8
24 | COC1=CC(=O)OC(c2cccc(OC)c2)C1 (stereo unspecified) | 1.3 | 1.3
25 | O=C(C(=O)N1CCN(S(=O)(=O)c2ccccc2)CC1)c1cccc(C(F)(F)F)c1 | 0.5 | 2.7
26 | O=C(COc1ccc(CNC[C@H]2O[C@@H](n3ccc(=O)[nH]c3=O)[C@H](O)[C@@H]2O)cc1)Nc1ccccn1 | -3.6 | 2.0
27 | COc1c(C)cc(C(O)c2ncc(-c3ccccc3)[nH]2)cc1C (stereo unspecified) | -5.8 | 4.6
28 | COCc1cc(N2CCNC[C@H]2C)ccc1N1CCN(Cc2ccccc2)[C@H](C)C1 | -0.3 | 3.5
29 | COC(=O)[C@@]12C[C@@H](CC(=O)NCc3cccc4ccccc34)C(=O)N(Cc3ccco3)C1=CCC(C)(C)C2 | -3.5 | 3.5
30 | COC(=O)[C@@]1(C(C)C)N=C(c2cc(OC)c(OC)c(OC)c2)[C@]2(O1)C(=O)Nc1ccccc12 | -3.1 | 2.7
31 | CCOC(=O)[C@]12CCC=C1N(Cc1ccco1)C(=O)[C@H](CC(=O)N1CCN(C(=O)c3ccco3)CC1)C2 | -1.9 | 0.2
32 | O=C(Nc1ccc2ccccc2c1)OC1CCS(=O)(=O)C1 (stereo unspecified) | -0.1 | 1.4
33 | CC(C)CNc1ncnc2c1ncn2[C@H]1CN(Cc2ccc(F)cc2)C[C@@H](CO)O1 | -2.8 | 1.6
34 | COc1cccc(NC(=O)C2(C)CCN2Cc2cccc(OC)c2F)c1 (stereo unspecified) | -2.0 | 2.0
35 | COc1cc(Nc2ccn3nc(-c4ccc(F)cc4)cc3n2)cc(OC)c1OC | 1.9 | 1.1
36 | COC(=O)[C@@]12C[C@@H](CC(=O)NCCC(C)C)C(=O)N(CCc3ccc(OC)c(OC)c3)C1=CCC(C)(C)C2 | -2.9 | 2.8
37 | CCCCCCCCN1C(=O)[C@H](CC(=O)N2CCCCC2)C[C@@]2(C(=O)OCC)CCCC=C12 | -4.3 | 0.2
38 | COCc1cc(N2CCN(C(=O)OC(C)(C)C)C[C@H]2C)ccc1N1CC[C@H](O)C1 | -7.0 | 1.4
39 | CCc1nc2ccc(C(=O)NCCN3CCNC3=O)cn2c1N(CCC(C)C)CCN(C)C | -4.9 | 0.5
40 | CC(=O)c1cccc(NC(=O)C2Cc3c(-c4ccco4)ccnc3O2)c1 (stereo unspecified) | -0.4 | 5.1
41 | Nc1ccn([C@@H]2O[C@H](C(=O)N3CCN(C(=O)N4CCCCC4)CC3)[C@@H](O)[C@H]2O)c(=O)n1 | -1.8 | 1.6
42 | COC(=O)C(C(=O)OC)c1ccccc1NS(=O)(=O)c1cccc2ccccc12 | -4.6 | 3.8
43 | CC(=O)C1=C(C)N(Cc2ccc(Cl)cc2)C(=S)NC1c1ccccc1 (stereo unspecified) | -4.9 | 6.1
44 | CSCCC(NC(=O)OCc1ccccc1)C(=O)NC(Cc1c[nH]c2ccccc12)C(=O)O (stereo unspecified) | 1.4 | -1.1
45 | COCc1[nH]nc2c1C(c1ccc(F)cc1)N(c1ccc(OC)cc1)C2=O (stereo unspecified) | -4.5 | 3.0
46 | COC(=O)[C@]12CCCCC=C1N(Cc1cccc3ccccc13)C(=O)[C@H](CC(=O)N1CCSCC1)C2 | -2.7 | 0.9
47 | CC(C)(C)NC(=O)C(c1ccncc1)n1c(=O)c(-c2cc3ccccc3[nH]2)nc2ccccc21 (stereo unspecified) | 6.7 | 3.3
48 | Cc1ccc(-c2nc3ccc(C)cn3c2Cc2ccsc2)cc1 | 18.3 | -1.4
49 | CC(C)C[C@H]1CNC(=S)N1C[C@H]1CCCN1C[C@H](Cc1ccc(O)cc1)N1C[C@H](Cc2ccccc2)N(CCc2ccccc2)C1=S | -3.8 | 3.9
50 | O=C(NCc1ccncc1)[C@@H]1CCCN1C(=O)[C@H]1CCCN1 | -1.5 | 1.8
51 | CC1(C(=O)NCc2ccccc2)CSCC(=O)N1CCCN1CCOCC1 (stereo unspecified) | -1.0 | 0.6
52 | CSc1ccc(NC(=O)C2(C)CCN2C(=O)c2cc(C)n(C)n2)cc1 (stereo unspecified) | 0.8 | 1.7
53 | COc1cccc(CNC(=O)[C@@H]2CCCN2C(=O)OC(C)(C)C)c1 | -4.7 | 0.9
54 | O=C(C[n+]1cccc(C(=O)Nc2ccccc2)c1)c1ccccc1 | -1.0 | 4.6
55 | N#Cc1c(Cl)cccc1N1CCSCC1 | -0.9 | 3.3
56 | CCCCNC(=O)C1(C)CCCCN1Cc1ccc(OCc2ccccc2)cc1 (stereo unspecified) | -1.3 | 3.3

Later entries:
entry | molecule | Wnt act | phage Ecoli inh
57 | COC(=O)C1CCN(C2CN(C3CCCCC3)S(=O)(=O)C2)CC1 (stereo unspecified) | 10.1 | 1.6
58 | Fc1ccc(-c2nc3ccc(Cl)cn3c2Cc2ccsc2)cc1 | 12.4 | 2.5
59 | CC(=O)c1cccc(-c2cnc3c(NC=O)cc(-c4ccc(C(=O)N5CCOCC5)cc4)cn23)c1 | -1.2 | 1.9
60 | OCC1OC(C(N=Nc2ccccc2)=NNc2ccccc2)C(O)C1O (stereo unspecified) | 2.5 | -1.2
61 | CCOC(=O)[C@]12CCC=C1N(Cc1ccc(Cl)cc1Cl)C(=O)[C@H](CC(=O)N1CCSCC1)C2 | -3.6 | 0.9
62 | COc1ccccc1Cc1c(-c2ccc(Cl)cc2)nc2c3ccccc3ccn12 | 3.7 | 1.4
63 | O=C(NC1CCCCC1)C(c1ccnc2ccccc12)n1c(=O)c(-c2cc3ccccc3[nH]2)nc2ccccc21 (stereo unspecified) | -4.1 | 2.5
64 | O=C(N[C@@H](Cc1cccnc1)C(=O)N1CCC[C@H]1C(=O)NC1CCCC1)c1ccc(Cl)c(Cl)c1 | -2.6 | 3.0
65 | C=CCOC(=O)Nc1nc(CCNC(=O)OC(C)(C)C)c(C(=O)OC)s1 | 1.1 | 0.0
66 | CCOC(=O)C1(C)CCN1C(=O)c1cc(C)oc1C (stereo unspecified) | -0.1 | 3.1
67 | COc1cccc(-c2cnc3c(NC(C)=O)cc(-c4cccc(NS(C)(=O)=O)c4)cn23)c1 | -0.5 | 1.2
68 | CO[C@@H]1CN(C)C(=O)c2cc(NC(=O)Nc3cc(F)ccc3F)ccc2OC[C@H](C)NC[C@@H]1C | 2.0 | 0.8
69 | Cc1ccc(NC(=O)c2cc(-c3cc(F)ccc3OCC3CCCO3)n[nH]2)cc1NS(C)(=O)=O (stereo unspecified) | -0.8 | 2.3
70 | Cn1cnc(CCNC(=O)C[C@H]2CC[C@@H]3[C@H](COC[C@H](O)CN3C(=O)C3CCCC3)O2)c1 | -0.9 | 2.7
71 | COc1cc(CNC(=O)Nc2nc(C(N)CCc3ccccc3)cs2)cc(OC)c1OC (stereo unspecified) | 1.3 | 2.6
72 | COC(=O)C1=C(C)N(C)C(=NCc2cc(OC)c(OC)c(OC)c2)NC1c1cccc(F)c1 (stereo unspecified) | 0.8 | 4.1
73 | FC(F)C(F)(F)Oc1cccc(Nc2nccn3c(-c4ccc5ccccc5c4)cnc23)c1 | 3.8 | 1.5
74 | O=S(c1cc(Cl)cc(Cl)c1O)c1cc(Cl)cc(Cl)c1O | -1.8 | 10.4
75 | COc1ccc(NC(=O)C2(C)Cc3c(-c4ccc(N(C)C)cc4)ccnc3O2)cc1OC (stereo unspecified) | -1.5 | -0.9
76 | COC(=O)C1=C(C)N(Cc2cccc(C(F)(F)F)c2)C(=NCc2ccc(OC)cc2)NC1c1cccc(F)c1 (stereo unspecified) | -27.3 | -0.6
77 | CCOC(=O)[C@@H]1CSCCS(=O)(=O)N1C(=O)[C@H](Cc1ccccc1)NC(=O)OC(C)(C)C | -1.9 | 1.8
78 | CC1=C(C(=O)N2CCCCCC2)CC(CC(=O)NC2CCCCC2)C(=O)N1Cc1ccccc1 (stereo unspecified) | -0.6 | 1.1
79 | Cc1oc(-c2ccc(F)cc2)cc1-c1nn2c(-c3ccco3)nnc2s1 | -2.7 | 2.1
80 | O=C(N[C@H](C(=O)N1CCC[C@H]1C(=O)NCCc1ccccc1Cl)C1CCCCC1)C1CC1 | -2.4 | 2.4
81 | C[C@@H]1CN([C@H](C)CO)C(=O)CCCn2nncc2CO[C@@H]1CN(C)C(=O)Nc1ccccc1 | -0.1 | 3.3
82 | Cc1cc(C)cc(CC(=O)N2CCC2(C)C(=O)NS(=O)(=O)Cc2ccccc2)c1 (stereo unspecified) | -1.1 | 1.9
83 | Nc1[nH]c(C(=O)c2ccccc2)c(-c2ccc(Cl)cc2Cl)c1C(=O)NCCc1c[nH]c2ccccc12 | -4.3 | 4.0
84 | COC(=O)N1CCCC(c2cc(C(=O)Nc3ccccc3Cl)no2)C1 (stereo unspecified) | -4.5 | 3.2
85 | OC(c1ccc(Cl)c(Cl)c1)c1ncc(-c2ccc(Cl)cc2)[nH]1 (stereo unspecified) | 0.6 | 3.4
86 | Fc1ccc2nc(-c3ccccc3)ccc2c1 | 17.9 | 3.1
87 | COCCN1C[C@@H](CO)O[C@@H](n2cnc3c(N(C)C)ncnc32)C1 | -1.8 | 1.7
88 | COc1cccc(Nc2nc(C(N)C3CCCCC3)cs2)n1 (stereo unspecified) | 2.8 | 0.4

The final 7 entries of the part above lead into the next.
entry | molecule | Wnt act | phage Ecoli inh
82 | Cc1cc(C)cc(CC(=O)N2CCC2(C)C(=O)NS(=O)(=O)Cc2ccccc2)c1 (stereo unspecified) | -1.1 | 1.9
83 | Nc1[nH]c(C(=O)c2ccccc2)c(-c2ccc(Cl)cc2Cl)c1C(=O)NCCc1c[nH]c2ccccc12 | -4.3 | 4.0
84 | COC(=O)N1CCCC(c2cc(C(=O)Nc3ccccc3Cl)no2)C1 (stereo unspecified) | -4.5 | 3.2
85 | OC(c1ccc(Cl)c(Cl)c1)c1ncc(-c2ccc(Cl)cc2)[nH]1 (stereo unspecified) | 0.6 | 3.4
86 | Fc1ccc2nc(-c3ccccc3)ccc2c1 | 17.9 | 3.1
87 | COCCN1C[C@@H](CO)O[C@@H](n2cnc3c(N(C)C)ncnc32)C1 | -1.8 | 1.7
88 | COc1cccc(Nc2nc(C(N)C3CCCCC3)cs2)n1 (stereo unspecified) | 2.8 | 0.4
89 | COc1ccc(CN2C[C@H](COCc3ccccc3)Oc3cccc(N4CCCC4)c3S2(=O)=O)cc1 | -4.0 | 1.4
90 | Cc1cccc(-c2cnc3cccnn23)c1 | 0.8 | -0.8
91 | O=C(CC[C@H]1O[C@@H](n2ccc(=O)[nH]c2=O)[C@H](O)[C@@H]1O)NCc1ccccc1 | 0.4 | 3.2
92 | CC1(C)OC(C)(C)C(=N/O)/C1=N\N | -2.9 | 3.1
93 | CNc1cccc(-c2cc(OC)ccc2OC)n1 | 4.6 | 4.4
94 | O=[N+]([O-])c1ccc(OC2OCC(O)C(O)C2O)cc1 (stereo unspecified) | -0.6 | 2.4
95 | COC(=O)[C@@]1(C(C)C)N=C(c2cc(OC)c(OC)c(OC)c2)[C@]2(O1)C(=O)N(C)c1ccc(Cl)cc12 | -0.7 | 2.2
96 | O=C(NCc1ccccc1)[C@@H]1CCCN1C(=O)[C@@H]1CCCN1C(=O)c1ccc(Cl)cc1Cl | -2.5 | -0.1

These rows are one share of the data; rates above refer to the full screens.
